CTSL1 counter: counter-screen for PFM18AAP inhibitors: inhibitors of F. hepatica cathepsin L1. 300,000 tested, 0.49% active. recombinant F. hepatica cathepsin L1, Z-Leu-Arg-MCA fluorescence. inhibition, % at 5.96 µM;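 active = inhibition above the mean of all tested compounds plus 3 SD, set per screening campaign, cut at about 17% in these data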;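 also: 0% = plate median of test compound wells and 100% = 1 µM Z-Phe-Ala-diazomethylketone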
GASC-1 inh: human JMJD2C demethylase inhibition | 330,000 tested, 0.069% active | Q9H3R0 | AID 2099 | inhibition, % at 2.35 µM | GST-JMJD2C(1-420) H3K9me3 demethylation, DELFIA europium;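 active = more than half of a compound's replicate wells show inhibition beyond 50%, single wells judged on their own value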;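 also: signal counts dimethyl H3K9 product captured on neutravidin plate; 0% = median of DMSO wells and 100% = 0.3 times that DMSO median; strong numbers were not always called active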
Target sequence (Q9H3R0 1-420 limits assumed): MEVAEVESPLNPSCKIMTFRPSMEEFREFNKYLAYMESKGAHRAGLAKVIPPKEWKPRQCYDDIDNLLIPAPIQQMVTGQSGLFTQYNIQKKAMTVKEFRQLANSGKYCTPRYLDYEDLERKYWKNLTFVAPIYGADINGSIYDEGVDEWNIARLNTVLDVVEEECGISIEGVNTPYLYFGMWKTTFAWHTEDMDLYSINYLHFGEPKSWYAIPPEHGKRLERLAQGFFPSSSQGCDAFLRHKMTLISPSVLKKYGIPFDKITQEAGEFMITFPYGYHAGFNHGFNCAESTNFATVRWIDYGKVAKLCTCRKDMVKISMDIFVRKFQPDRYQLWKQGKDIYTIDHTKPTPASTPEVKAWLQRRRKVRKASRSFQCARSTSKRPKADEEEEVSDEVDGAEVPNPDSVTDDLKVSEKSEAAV
TPT1 inh: inhibitors of Candida albicans tRNA 2'-phosphotransferase TPT1; recombinant caTPT1, FP RNA substrate dephosphorylation; inhibition, % at 5 µM; 300,000 tested, 0.81% active; AID 1962;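 active = inhibition above the mean of all tested compounds plus 3 SD, set per screening campaign, cut at about 24% in these data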;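 also: plate controls were DMSO alone for no effect and ferristatin control at 100 nM for full effect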
CR mimetic SO: caloric restriction mimetics inhibiting age-related superoxide in yeast; S. cerevisiae aged cells, superoxide DHE fluorescence; active compounds read low; superoxide response (% of plate mean), % at 10 µM; 330,000 tested, 0.18% active;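 active = superoxide response under a set limit, about three screen SD below normal, cut at about 65% in these data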;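 also: yeast aged for seven days with compound at 30 °C before DHE staining; 100% = average MFI of all compound-treated wells on the plate with controls excluded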
HCV core dimer: blocks dimerization of HCV core protein; TR-FRET GST/Flag-core106 dimerization, 1536-well; 300,000 tested, 0.33% active; AID 1899; inhibition, % at 5 µM;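 active = inhibition above the mean of all tested compounds plus 3 SD, set per screening campaign, cut at about 45% in these data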
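System – GST-tagged and Flag-tagged HCV core protein residues 1-106 · Repeats – one well for each compound · Technique – TR-FRET 671 and 617 nm emission · Doses – one concentration, 5 µM, in 0.5% DMSO · Times – 4 h, 22.5 °C incubation · Also added – Eu donor and XL665 acceptor anti-tag antibodies · Measure – percent inhibition of core106 dimerization signal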
PP5 primary: inhibitors of human protein phosphatase 5 (PP5). purified PP5c, OMFP substrate fluorescence. P53041. inhibition, % at 6.7 µM. 320,000 tested, 0.18% active;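 active = inhibition above the campaign's mean inhibition across all tested compounds plus 3 SD, cut at about 9.5% in these data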;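 also: 0% = DMSO only and 100% = 100 µM cantharidin control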
EBNA-1 inh: blocks EBNA-1 binding to DNA; EBNA-1 DNA binding, fluorescence polarization; inhibition, % at 14.8 µM; 300,000 tested, 0.34% active; AID 1950; in the data active = inhibition above about 28%
PP1 counter: counter-screen for PP5 inhibitors: inhibitors of human PP1-alpha; 320,000 tested, 0.9% active; purified PP1alpha, OMFP fluorescence; inhibition, % at 6.7 µM;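 active = inhibition above the mean inhibition of all tested compounds plus 3 SD, computed separately for each screening campaign, cut at about 15% in these data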
Target sequence (P62136 whole entry, looked up): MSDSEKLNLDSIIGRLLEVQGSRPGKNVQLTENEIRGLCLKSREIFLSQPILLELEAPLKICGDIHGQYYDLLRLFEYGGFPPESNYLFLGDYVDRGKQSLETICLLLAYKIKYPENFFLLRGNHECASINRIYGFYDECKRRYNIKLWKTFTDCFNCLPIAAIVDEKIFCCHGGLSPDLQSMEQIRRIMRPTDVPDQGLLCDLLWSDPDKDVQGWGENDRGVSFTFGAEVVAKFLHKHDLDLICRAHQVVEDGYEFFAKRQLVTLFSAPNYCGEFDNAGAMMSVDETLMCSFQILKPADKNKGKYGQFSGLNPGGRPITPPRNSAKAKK
ZTA counter: counter-screen for EBNA-1 inhibitors: inhibitors of Epstein-Barr virus ZTA. P03206. ZTA-DNA binding, fluorescence polarization. inhibition, % at 11 µM. 320,000 tested, 0.15% active; in the data active = inhibition above about 33%
Target sequence (P03206 whole entry, looked up): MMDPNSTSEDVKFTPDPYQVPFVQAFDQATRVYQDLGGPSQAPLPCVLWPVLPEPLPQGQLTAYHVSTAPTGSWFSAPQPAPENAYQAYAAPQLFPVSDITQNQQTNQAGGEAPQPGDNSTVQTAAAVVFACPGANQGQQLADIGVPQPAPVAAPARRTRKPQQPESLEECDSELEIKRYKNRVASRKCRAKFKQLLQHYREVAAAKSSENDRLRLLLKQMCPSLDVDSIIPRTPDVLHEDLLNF
Starred values were filed as active, the others as inactive; i = inactive; nt = no result given.

SMILES | CTSL1 counter | GASC-1 inh | TPT1 inh | CR mimetic SO | HCV core dimer | PP5 primary | EBNA-1 inh | PP1 counter | ZTA counter
O=C1NC2=C(C(=O)c3ccccc32)C(c2ccccc2)N1 (configuration not stated) | -4 | -1 | -2 | 101 | -5 | 1.9 | -1 | -3 | 14
CCOC(=O)c1cc2c(ccc3ccccc32)oc1=O | 4 | 2 | -2 | 124 | 2 | 0.4 | -2 | 0 | 1
O=C(NCc1ccccn1)c1ccc(CNS(=O)(=O)c2cccc(C(F)(F)F)c2)cc1 | 1 | 3 | 2 | 86 | 0 | -0.3 | -14 | 0 | 0
CCN(C(=O)CSc1nnc(CNc2cccc(OC)c2)n1C1CCCCC1)C1CCS(=O)(=O)C1 (configuration not stated) | 3 | -3 | -6 | 84 | -3 | -0.5 | -7 | 1 | -12
COc1ccc(S(=O)(=O)N(C)C)cc1NC(=O)c1ccc2c(c1)NC(=O)C(C)S2 (configuration not stated) | nt | 5 | nt | 84 | nt | -2.8 | nt | -1 | 3
CC1CCc2c(sc3ncn(CC(=O)N4CCCCC4)c(=O)c23)C1 (configuration not stated) | 3 | 10 | 1 | 97 | -5 | 3.2 | 6 | 0 | 4
CC1CCc2c(sc3nc(SCC(=O)NCc4ccco4)nc(N)c23)C1 (configuration not stated) | 4 | -10 | -1 | 89 | 24 | 3.2 | 6 | -3 | 23
COc1ccc(OCc2nc3ccccc3[nH]2)cc1 | 1 | -11 | 1 | 105 | -3 | -2.9 | -2 | 0 | -6
S=C1NCCc2ccccc2C1c1ccccc1Cl (configuration not stated) | -4 | 1 | -1 | 106 | 10 | 0.8 | -3 | 1 | 7
C/C(CC(=O)Nc1c(C)cc(C)cc1C)=N\NC(=O)c1cnccn1 | -2 | -15 | 1 | 99 | -8 | -1.6 | 1 | 2 | 4
O=C(O)c1cccc(NC(=O)c2cc(S(=O)(=O)N3CCOCC3)cs2)c1 | 1 | 16 | -4 | 131 | 0 | -0.6 | 10 | -1 | 11
CCCCCc1cc(=O)oc2c(C(CCN3CCCC(C)C3)c3ccc4c(c3)OCO4)c(OC)cc(OC)c12 (configuration not stated) | 4 | 5 | 1 | 88 | -1 | 2.6 | 3 | 10 | 0
C=CCN1N=C(c2ccc(Cl)s2)CSC1=O | 2 | 2 | 1 | 108 | 1 | 1.0 | 11 | -4 | 5
CN(C)S(=O)(=O)c1ccc(N2C(=O)CC2(/C=C/c2ccccc2)C(=O)NC2CCCC2)cc1 (configuration not stated) | -2 | 2 | -3 | 84 | 8 | 2.4 | 3 | 4 | 2
CC(C)c1ccc(/C=C/C(=O)NNC(=O)c2cccnc2)cc1 | 1 | 2 | 0 | 95 | -6 | 2.3 | -1 | -5 | -4
O=C(/C=C/c1ccc(O)c(O)c1)OC1C(O)CC(OC(=O)/C=C/c2ccc(O)c(O)c2)(C(=O)O)CC1O (configuration not stated) | 2 | -2 | -1 | 99 | -5 | -1.7 | 5 | -4 | 11
CC(C)CN(C(=O)CN(C)C(=O)Cc1ccc(Cl)cc1)c1c(N)n(CC(C)C)c(=O)[nH]c1=O | 4 | -3 | -1 | 106 | -10 | -1.3 | -2 | 2 | 0
Cc1noc(C)c1C(c1ccccc1)c1ccccc1 | 2 | 5 | 1 | 116 | -1 | 2.6 | -5 | 1 | 1
CC(C)(Oc1ccc(CCNC(=O)c2ccc(-c3ccc(Cl)cc3)o2)cc1)C(=O)O | -1 | 6 | 0 | 98 | 4 | 1.4 | -6 | -4 | 4
Cc1ccc(S(=O)(=O)NCCC(=O)N2CCN(C/C=C/c3ccccc3)CC2)cc1 | nt | -8 | nt | 76 | nt | 2.2 | nt | 4 | -5
CC(=O)N1CCc2c(sc(NC(=O)Cc3ccccc3)c2C(N)=O)C1 | 4 | -12 | -2 | 98 | 2 | 2.6 | -11 | 1 | -11
CCC(=O)c1cn(/C(=C\C(=O)OC(C)(C)C)CCC(OC)OC)cc1CC | 3 | -3 | 0 | 99 | -5 | 2.4 | -3 | -1 | -12
CCOc1ccc(CN2CCN(Cc3c(C)nn(CC)c3C)CC2CCO)cc1 (configuration not stated) | -4 | 5 | -2 | 109 | 0 | -5.7 | -13 | 3 | -4
Cc1cc(-c2csc(N)n2)c(C)n1C | -1 | 11 | -9 | 98 | -3 | 2.1 | -8 | 12 | -3
CN1CCN(c2ccc([N+](=O)[O-])cc2NC(=O)c2ccccc2Cl)CC1 | 0 | 18 | 1 | 109 | -3 | 4.3 | -16 | -2 | -5
C=CCC(=O)N1CCCC(CNC(=O)c2ccc(-c3ccccc3)cc2)C1 (configuration not stated) | 0 | 3 | -3 | 94 | -1 | -1.5 | 0 | -2 | 8
Cc1cc(=O)oc2cc(OC(C)C(=O)Nc3ccc(C(N)=O)cc3)ccc12 (configuration not stated) | nt | 3 | nt | 124 | nt | -3.5 | nt | 2 | -12
Cc1ccc(OCC(=O)Nc2ccc(Cl)cc2)c(-n2nc3ccccc3n2)c1 | 7 | -4 | -4 | 106 | 3 | 1.6 | -3 | 0 | -9
C/C(CC(=O)Nc1ccccc1)=N\NC(=O)COc1ccc(C)cc1Br | -2 | 7 | -3 | 99 | 4 | 1.2 | 9 | 2 | -2
Cc1cccc(C(=O)Nc2ccc(C(=O)/C=C/c3cccs3)cc2)c1 | 4 | 4 | -1 | 106 | 7 | 4.2 | -7 | 7 | -9
CCOC(=O)C1(Cc2ccccc2C)CCCN(C(=O)c2ccoc2)C1 (configuration not stated) | -3 | -21 | 3 | 96 | -6 | -4.7 | -11 | -4 | 1
COc1ccc(C2=CC(c3c(C)nn(-c4ccccc4)c3Cl)n3nnnc3N2)cc1OC (configuration not stated) | 2 | -4 | 9 | 88 | 18 | 1.7 | -1 | 1 | 1
COc1ccc(-c2[nH]c3ccccc3c2SCCNC(=O)c2ccccc2)cc1 | -5 | -2 | -2 | 110 | -66 | 6.9 | -5 | 3 | 0
O=C1c2ccccc2C(=O)N1CCC(O)C[N+](=O)[O-] (configuration not stated) | -1 | -31 | 1 | 101 | 4 | -1.6 | -5 | 4 | -2
CC(C)(C)C(=O)NC1(C(F)(F)F)NC(=O)N(c2ccc(F)cc2)C1=O (configuration not stated) | 3 | -6 | -3 | 101 | -6 | -1.2 | -2 | 1 | -14
COc1cccc(Cn2nnc(C(=O)Nc3cc(Cl)ccc3OC)c2N)c1 | -2 | -2 | -5 | 108 | 10 | -0.6 | -12 | 5 | -24
O=C(N/N=C/c1ccc(C(F)(F)F)cc1)c1ccncc1 | -3 | 2 | 0 | 105 | 0 | 3.6 | 4 | 0 | 5
CCOc1ccc(S(=O)(=O)Nc2ccc(C(=O)NCC3(N4CCCCC4)CCCCC3)cc2)cc1 | 2 | i | -5 | 71 | 1 | 1.5 | 1 | -8 | -17
CN(C)S(=O)(=O)c1cc(C(=O)Nc2ccccc2C(=O)NC2CC2)ccc1Cl | nt | nt | nt | 100 | nt | 2.1 | nt | -5 | -4
CSc1nc2c(c(=O)[nH]1)C(c1ccc(Cl)cc1)CC(=O)N2 (configuration not stated) | 9 | -86 | -1 | 109 | 3 | 0.4 | -9 | -3 | 3
Cc1cc(C)c(OCC(=O)N(Cc2ccccc2)C2CCS(=O)(=O)C2)c(C)c1 (configuration not stated) | -3 | -10 | -1 | 95 | 5 | 4.4 | -2 | 1 | 14
Cc1sc2ncn(CC(=O)NCCCC(=O)NCc3ccc(F)cc3)c(=O)c2c1C | -2 | -16 | 0 | 94 | -3 | 1.8 | -7 | -2 | 17
Cc1ccccc1NC(=O)c1ccc(Nc2c([N+](=O)[O-])cc([N+](=O)[O-])c3ccccc23)cc1 | -2 | -2 | 5 | 112 | 36 | 2.4 | -10 | 12 | 4
CC1=CC(=O)C=CC1(C)C(Cl)(Cl)Cl (configuration not stated) | 0 | -9 | 2 | 125 | 1 | 0.1 | -10 | 1 | 4
Nc1ccc2c(c1)ncn2CCCn1cnc2cc(N)ccc21 | 2 | -39 | -5 | 99 | -6 | 0.6 | 12 | 1 | -1
O=C(O)CCCCCn1c(SCc2cc(=O)n3ccccc3n2)nc2ccsc2c1=O | -1 | 4 | -5 | 100 | -1 | 0.2 | -2 | -1 | -2
COC(=O)c1c(N2C(=O)CCC2=O)sc2c1CCCC2 | -1 | -1 | 1 | 94 | -2 | 0.6 | -2 | -9 | 5
CC(C)(C)c1ccc(OCCNC(=S)Nc2ccccc2)cc1 | 1 | 3 | 1 | 103 | 6 | 1.3 | 9 | 0 | 3
CC1=C(c2ccc(F)cc2)[N+](=O)C(C)(C)N1[O-] | -5 | -15 | 2 | 110 | -7 | 1.1 | 4 | -1 | -9
COC(=O)C1=C(C)N(C)C(C)=C(C(=O)OC)C1c1ccsc1 | 1 | -4 | -2 | 94 | 2 | -3.6 | 11 | -3 | 1

Structures from the list above containing fluorine (5):
SMILES | CTSL1 counter | GASC-1 inh | TPT1 inh | CR mimetic SO | HCV core dimer | PP5 primary | EBNA-1 inh | PP1 counter | ZTA counter
O=C(NCc1ccccn1)c1ccc(CNS(=O)(=O)c2cccc(C(F)(F)F)c2)cc1 | 1 | 3 | 2 | 86 | 0 | -0.3 | -14 | 0 | 0
CC(C)(C)C(=O)NC1(C(F)(F)F)NC(=O)N(c2ccc(F)cc2)C1=O (configuration not stated) | 3 | -6 | -3 | 101 | -6 | -1.2 | -2 | 1 | -14
O=C(N/N=C/c1ccc(C(F)(F)F)cc1)c1ccncc1 | -3 | 2 | 0 | 105 | 0 | 3.6 | 4 | 0 | 5
Cc1sc2ncn(CC(=O)NCCCC(=O)NCc3ccc(F)cc3)c(=O)c2c1C | -2 | -16 | 0 | 94 | -3 | 1.8 | -7 | -2 | 17
CC1=C(c2ccc(F)cc2)[N+](=O)C(C)(C)N1[O-] | -5 | -15 | 2 | 110 | -7 | 1.1 | 4 | -1 | -9

More structures
SMILES | CTSL1 counter | GASC-1 inh | TPT1 inh | CR mimetic SO | HCV core dimer | PP5 primary | EBNA-1 inh | PP1 counter | ZTA counter
CCOC(=O)c1c(NC(=O)CSc2nncn2C)sc(C)c1C | 3 | -3 | 1 | 102 | 4 | -1.0 | -7 | -2 | 4
Cc1ccc(SCCn2nc(C(=O)O)c3ccccc3c2=O)cc1 | 3 | 5 | -3 | 115 | -1 | 0.1 | 11 | 0 | -4
Cc1ccc(C(=O)NCC(=O)NC2CCCC2)cc1 | -2 | -7 | 2 | 114 | 1 | 1.2 | -13 | 0 | -12
CC(C)CC1c2[nH]c3ccccc3c2CCN1C(=O)CCC(=O)N(C)C (configuration not stated) | -1 | -10 | -5 | 85 | 1 | -0.9 | 1 | 2 | 9
Oc1ccccc1CNc1ccc(Br)cn1 | -1 | -4 | -6 | 93 | -2 | 0.3 | -5 | -2 | -2
N#Cc1cnn2c1nc(N1CCCCC1)c1ccccc12 | 5 | -11 | -2 | 94 | 4 | 3.1 | 14 | 2 | 10
COc1cccc(N2CCN(c3ncnc4c3[nH]c3ccccc34)CC2C)c1 (configuration not stated) | 7 | -9 | 0 | 88 | 4 | 2.9 | 0 | 4 | 5
CC(C)(CO)NC(=O)C(Cc1ccccc1)N1C(=O)c2ccccc2C1=O (configuration not stated) | -3 | 6 | -1 | 103 | 1 | -0.3 | 4 | -2 | -7
O=C(CC1C(=O)NCCN1Cc1cccc(Oc2ccccc2)c1)NCCCn1cccn1 (configuration not stated) | -1 | -31 | -10 | 113 | 1 | 2.2 | -24 | 2 | -8
Cc1cc(C)nc(NNC(=O)NC2CCCCC2)n1 | -2 | -20 | -2 | 86 | 3 | 0.7 | 11 | 1 | -6

Bioassay records from PubChem.
